Screens from PubChem.
SW480 rereplic: induces DNA re-replication in SW480 colon adenocarcinoma cells | SW480 DNA re-replication, Hoechst DNA content imaging, 48 h | AID 624297 | Potency, µM (series often up to 46.1 µM), without a hit: at the highest dose re-replication activation, most hits filed as activators | actives 1.8% (n = 340,000); note: % of control where 0% means no effect; nearly all actives have a fitted effect of over 55% in size
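Per well, 250 cells were exposed to pinned compound for 48 hr. Nuclear DNA was visualised with Hoechst (40 min, 37 C) and total object intensity recorded by fluorescence scanning.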
HT1080 IDH1KD tx: kills HT-1080 cells with IDH1 knockdown; HT-1080 IDH1 knockdown viability, ATP luminescence, 48 h; AID 686971; Potency, µM (series often up to 46.1 µM), inactives show at the top dose activity, negative = toxicity, most hits filed as cytotoxic; actives 2% (n = 360,000);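 note: 0% = DMSO wells and -100% = cell-free medium wells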
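% activity derives from luminescence (CellTiter-Glo), normalised to DMSO and no-cell wells. HT-1080-IDH1KD cells, 750/well, had 48 h compound exposure at 37 °C.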
KB-V1 cytotox: kills drug-selected multidrug resistant KB-V1 cells; KB-V1 MDR cells viability, CellTiter-Glo, 72 h; Potency, µM (highest dose often 46.1 µM), without a hit: at the top dose activity change, negative = cytotoxicity, usual class: cytotoxic; actives 3.4% (n = 400,000); AID 1347076; note: % is set by controls: 0 for no effect and ±100 for the full control effect; nearly all actives have a fitted effect of over 60% in size
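Compound-treated KB-V1 multidrug-resistant cells, 72 h, 37 degrees C; viability by CellTiter-Glo. Fitted qHTS curves give the values.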
GLP1R cytotox: cytotoxicity in counter-screen for GLP-1R inverse agonists; HEK293 cAMP-luciferase reporter cells, luminescence, 24 h; Potency, µM (top dose mostly 38.3 µM), for inactives: at the top dose activity change, negative = inhibition, actives largely listed as inhibitors; actives 0.13% (n = 410,000);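 note: loss of luciferase light is scored as toxicity; % is set by controls: 0 for no effect and ±100 for the full control effect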
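Cells in DMEM/10% Nu serum/1% pen-strep, 1536-well format. Pre-incubated 12 h, dosed with 23 nL compound, incubated a further 24 h. Luciferase detection, 12 min at room temp, luminescence.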
GLP-1R agonist: agonists of human GLP-1 receptor | AID 624172 | HEK293 GLP-1R CRE-luciferase, luminescence, 4-6 h; cells express a hypersensitive GLP-1R form | actives 0.007% (n = 380,000) | Potency, µM (highest dose often 45.6 µM), for the others: top-dose activation, usual class: activators; note: % of control where 0% means no effect
Target sequence (P43220 whole entry, looked up): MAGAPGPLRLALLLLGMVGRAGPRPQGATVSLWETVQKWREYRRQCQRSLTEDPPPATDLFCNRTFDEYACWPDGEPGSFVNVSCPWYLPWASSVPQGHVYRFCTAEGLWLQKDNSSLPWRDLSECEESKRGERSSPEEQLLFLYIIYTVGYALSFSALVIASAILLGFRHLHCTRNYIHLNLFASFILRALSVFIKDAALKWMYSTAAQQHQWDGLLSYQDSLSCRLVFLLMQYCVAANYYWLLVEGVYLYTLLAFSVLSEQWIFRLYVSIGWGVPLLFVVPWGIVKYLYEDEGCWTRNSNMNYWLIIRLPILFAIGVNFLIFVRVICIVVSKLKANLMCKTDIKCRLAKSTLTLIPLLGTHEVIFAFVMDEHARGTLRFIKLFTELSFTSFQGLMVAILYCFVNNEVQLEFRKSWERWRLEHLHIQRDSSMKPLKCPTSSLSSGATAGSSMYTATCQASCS
KB-3-1 cytotox: KB-3-1 parental cell cytotoxicity. actives 1.4% (n = 400,000). Potency, µM (top dose mostly 46.1 µM), for inactives: at the highest dose activity change, negative = cytotoxic, actives largely listed as cytotoxic. KB-3-1 viability, CellTiter-Glo ATP luminescence, 72 h; note: % is set by controls: 0 for no effect and ±100 for the full control effect; nearly all actives have a fitted effect of over 60% in size
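Parental KB-3-1 adenocarcinoma cells in phenol-red-free DMEM with 10% FBS were pin-treated with compounds at several concentrations, incubated 72 h at 37 °C, and viability read by CellTiter-Glo luminescence; concentration-effect curves were fitted after normalization.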
GLP-1R inv ag: inverse agonists of human GLP-1 receptor. actives 1.6% (n = 410,000). P43220. Potency, µM (series often up to 38.3 µM), inactives show at the top dose activity change, negative = inhibition, hits mostly inhibitors. AID 624417. HEK293 GLP-1R CRE-luciferase, luminescence, 24 h; GLP-1R form is constitutively active; note: % is set by controls: 0 for no effect and ±100 for the full control effect; nearly all actives have a fitted effect of over 55% in size
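Inverse agonism was detected as reduced cAMP-driven luciferase luminescence after 24 h compound treatment. The cells were HEK293 clones expressing constitutively active human GLP-1R with the reporter. Reporter-only and GPR119 cell lines served as counterscreen controls.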
TDP-43 yeast inh: rescues yeast growth from TDP-43 toxicity; AID 652104; Potency, µM (doses to about 46.1 µM), for the others: at the top dose growth rescue (activation), usual class: activators; TDP-43 expressing yeast growth rescue, BacTiter-Glo, 24 h; actives 1.8% (n = 410,000); note: % of control where 0% means no effect; nearly all actives have a fitted effect of over 50% in size
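Cell-based yeast growth screen: TDP-43 expression induced in galactose, inoculum OD600=0.02 after raffinose pregrowth to mid-log. Read-out BacTiter-Glo luminescence at 24 hr, 30 deg C; inhibition of toxicity seen as signal increase.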
HT1080NT lethal: kills 2HG-producing HT-1080-NT fibrosarcoma cells. HT-1080-NT fibrosarcoma viability, CellTiter-Glo ATP luminescence, 48 h. Potency, µM (highest dose often 46.1 µM), inactives show top-dose activity, negative = less viability, actives largely listed as cytotoxic. actives 1.6% (n = 360,000);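 note: NT is the 2HG producing partner of a matched IDH1 knockdown line; 0% = DMSO-treated cells and -100% = media-only wells without cells; nearly all actives have a fitted effect of over 55% in size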
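Read-out is CellTiter-Glo luminescence after 10 minutes at room temperature, following 48 hours' compound treatment of HT-1080-NT cells (750 cells/well, RPMI, 5% FBS, 37 degrees C).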
* hit, by the source's call; u = inconclusive; x = no result given; [ ] = remark or other dose. Calls come from the whole dose curve; as a rule, active = well fitted curve in the direction sought with a large enough effect; inconclusive = small, poorly fitted or top-dose-only effect, or another doubt; inactive = no such curve, though single readings can be large; an effect the other way counts as inactive or inconclusive. Potency is the fitted concentration of half-maximal effect.

(1) O=C(O)c1cccc(N/N=C/c2cn(-c3ccccc3)nc2-c2cccs2)c1
(2) O=C1/C(=C/c2cccs2)SC(=S)N1c1ccccc1
(3) CCCCc1nc2ccccc2c(C(=O)O)c1C
(4) O=C1c2ccncc2C(=O)N1C1CCCCC1
(5) CC1CCCCN1C(=O)c1ccc(C(=O)Nc2ccc(F)cc2)cc1 (stereo not drawn)
(6) COc1cccc(S(=O)(=O)Nc2cccc(C(=O)N3CCCCCC3)c2)c1
(7) CCCNC(=O)Cn1c(=O)cc(C)c2c(C)nn(-c3cccc(F)c3)c21
(8) c1ccc(-c2cc3ncccc3cn2)cc1
screen / no.	1	2	3	4	5	6	7	8
TDP-43 yeast inh	-23%	19%	0%	-12%	u	-12%	14%	7%
GLP-1R agonist	11%	-9%	4%	1%	-6%	-2%	-1%	17%
GLP1R cytotox	-5%	3%	6%	3%	4%	13%	-4%	4%
GLP-1R inv ag	-8%	28%	-7%	-8%	-9%	-13%	-1%	33%[activator]
SW480 rereplic	0%	-2%	-11%	1%	2%	-37%[inhibitor]	x	7%
HT1080NT lethal	-15%	-4%	14%	-12%	0%	8%	x	3%
HT1080 IDH1KD tx	-9%	-17%	0%	6%	4%	1%	x	0%
KB-3-1 cytotox	-13%	13%	8%	-7%	-3%	-16%	8%	-2%
KB-V1 cytotox	-12%	-5%	1%	-3%	-5%	15µM*	15%	-3%

(9) CCOc1ccc(S(=O)(=O)N2CCCC(C(=O)N3CCN(CC)CC3)C2)cc1Cl (stereo not drawn)
(10) COc1ccc(CNC(=O)c2ccc(CS(=O)(=O)c3ccc(C)cc3)o2)cc1
(11) C[C@@H]1CN([C@H](C)CO)C(=O)CCCn2nncc2CO[C@H]1CN(C)Cc1ccccc1C(F)(F)F
(12) CCCC1=Nc2cc(C(=O)N3CCN(c4ccccn4)CC3)ccc2Sc2ccc(C)cc21
(13) CCOC(=O)C1CCN(Cc2ccc(OC)c(OCc3ccccc3)c2)CC1
(14) COc1cccc(C(=O)C2CCCN(C(=O)c3ccc(C#CC(C)(C)O)cc3)C2)c1 (stereo not drawn)
(15) CCO[C@H]1OC(C(=O)N2CCN(Cc3ccccc3)CC2)=C[C@@H](C2CCCCC2)[C@@H]1CCCO
(16) CCc1nnc(NC(=O)CCC(=O)NCCc2ccccc2)s1
screen / no.	9	10	11	12	13	14	15	16
TDP-43 yeast inh	-1%	16%	0%	-10%	-4%	2%	10%	7%
GLP-1R agonist	16%	0%	7%	10%	3%	-1%	12%	-1%
GLP1R cytotox	5%	-7%	-16%	-15%	-1%	-1%	-12%	10%
GLP-1R inv ag	u	-11%	8%	u	u	-5%	u	13%
SW480 rereplic	-8%	-13%	x	4%	u	u	u	1%
HT1080NT lethal	-15%	-4%	6%	u	-8%	-3%	-2%	2%
HT1080 IDH1KD tx	-10%	4%	5%	-25%	-3%	-1%	-4%	18%
KB-3-1 cytotox	-8%	0%	-2%	-8%	u	-8%	-7%	-6%
KB-V1 cytotox	-11%	-10%	-3%	0%	-20%	-9%	u	19%

(17) CN(C)CCCOC(=O)COc1ccc(Br)cc1
(18) CN(CCc1ccccn1)C(=O)CCC1CCCN(C(=O)c2n[nH]c3c2CCCC3)C1 (stereo not drawn)
(19) CCOc1cc(C)c(S(=O)(=O)NC2CC(C)(C)NC(C)(C)C2)cc1C
(20) COc1ccccc1-c1cc(NC(=O)COc2ccc(C)c(C)c2)n(-c2ccccc2)n1
(21) CCOC(=O)c1c(C)c(C(=O)NCCc2ccccc2)c(C)n1C
(22) CC(C)(C)OC(=O)N1CCC(c2cc(=O)n3[nH]c(-c4ccc(Cl)cc4)cc3n2)CC1
(23) CCC(=O)NNc1nc2c(Cl)cccc2s1
(24) CCc1cc2c(NCC3CCCO3)ncnc2s1 (stereo not drawn)
screen / no.	17	18	19	20	21	22	23	24
TDP-43 yeast inh	-1%	x	-3%[9.22 µM]	8%	-5%	23%	-6%	35%
GLP-1R agonist	4%	0%	13%	x	24%	-2%	-1%	4%
GLP1R cytotox	-17%	-10%	-4%	9%	23%	-22%	-1%	-26%
GLP-1R inv ag	-11%	6%	u	16%	21%	9%	1%	0%
SW480 rereplic	4%	-35%[1.84 µM]	-8%	x	-63%[inhibitor]	-16%	0%	2%
HT1080NT lethal	-3%	16%	-24%	x	-6%	15%	10%	8%
HT1080 IDH1KD tx	-4%	14%	-10%	x	-9%	3%	0%	2%
KB-3-1 cytotox	-1%	1%	-15%	10%	-2%	u	10%	u
KB-V1 cytotox	30%	0%	-4%	9%	8%	u	0%	16µM*

(25) O=C1C=C(Nc2ccc(Cl)cc2)CC(c2ccccc2)C1 (stereo not drawn)
(26) CC(=O)c1ccc(S(=O)(=O)Nc2ccc(-c3ccc4nnc(C)n4n3)cc2)cc1
(27) N#CCC(=O)Nc1ccc(C(=O)OCC(=O)Nc2ccccc2Sc2ccccc2)cc1
(28) C=CC[C@@H](CC(=O)N[C@H](CO)Cc1ccccc1)C(=O)N[C@@H](COC(=O)[C@@H](CC=C)Cc1ccc(F)cc1)Cc1c[nH]c2ccccc12
(29) COc1ccc(/C=C2\SC(=O)N(CCC(=O)NCCCn3ccnc3)C2=O)cc1
(30) CCOC(=O)C1CCN(C(=O)COC(=O)CSc2ccc(C(N)=O)cc2[N+](=O)[O-])CC1
(31) O=[N+]([O-])c1ccc(COc2ccccc2CN2CCCCC2)cc1
(32) COC(=O)c1ccc(CSc2nc3c([nH]c4ccccc43)c(=O)n2-c2ccc(F)cc2)o1
screen / no.	25	26	27	28	29	30	31	32
TDP-43 yeast inh	9%	-4%	2%	6%	9%	9%	13%	15%
GLP-1R agonist	8%	16%	31%	-3%	4%	-6%	-1%	10%
GLP1R cytotox	u	5%	-2%	-3%	10%	-2%	-1%	-12%
GLP-1R inv ag	u	23%	3%	7%	u	15%	16%	5%
SW480 rereplic	u	-3%	-8%	-10%	-8%	-14%	46%[9.22 µM]	x
HT1080NT lethal	12µM*	-12%	-10%	2%	0%	7%	9%	x
HT1080 IDH1KD tx	9.2µM*	-12%	-9%	-9%	8%	7%	9%	x
KB-3-1 cytotox	u	-1%	-13%	1%	4%	-6%	12%	-1%
KB-V1 cytotox	u	23%	-18%	-1%	-5%	0%	8%	18%

(33) CC(=O)N1C[C@H]2CON(C)[C@H]2C[C@H]1c1cccc(-c2ccc(C#N)cc2)c1
(34) COC(=O)CN(c1ccccc1)S(=O)(=O)c1ccccc1
(35) Cc1cc(C)cc(SCc2noc(C(=O)NC(C)C)c2C(=O)NC(C)C)c1
(36) O=[N+]([O-])c1ccc(OCCCn2cncn2)cc1
(37) CCCCN(C(=O)CCC(=O)Nc1cc(C)on1)C(C(=O)NC1CCCC1)c1cccc(OC)c1 (stereo not drawn)
(38) Cc1ccc(O)c(C(=O)c2cnc3c(c2)CN(C)C(=O)N3)c1
(39) CCn1cc(C(=O)NCc2ccc(C)cc2)c(=O)c2cc(S(=O)(=O)N3CCc4ccccc4C3)ccc21
(40) S=C(Nc1ccc(-c2nc3ccccc3[nH]2)cc1)Nc1cccnc1
screen / no.	33	34	35	36	37	38	39	40
TDP-43 yeast inh	0%	-16%	0%	12%	-12%	-21%	-4%	2%
GLP-1R agonist	4%	-3%	-1%	0%	6%	-1%	1%	-5%
GLP1R cytotox	-3%	-12%	1%	14%	-1%	u	-11%	19%
GLP-1R inv ag	-4%	12%	-16%	0%	-42%	0%	-19%	u
SW480 rereplic	x	-9%	0%	-5%	u	u	x	0%
HT1080NT lethal	-2%	8%	11%	6%	-10%	u	x	u
HT1080 IDH1KD tx	-1%	13%	-1%	12%	0%	u	x	u
KB-3-1 cytotox	-2%	-2%	0%	-3%	0%	u	-5%	-18%
KB-V1 cytotox	11%	7%	4%	u	-3%	7.9µM*	u	-23%

(41) O=C(Nc1ccccn1)NC1CCS(=O)(=O)C1 (stereo not drawn)
(42) Cc1cc(=O)[nH]c(N2CCCCC2)n1
(43) COc1ccc(NC(=O)C2CCN(S(=O)(=O)c3ccc(N4CCCC4=O)cc3)CC2)cc1OC
(44) CC(=O)c1cccc(NC(=O)N2CCCC2C(=O)Nc2cccc(C)c2)c1 (stereo not drawn)
(45) O=C(Nc1nnc(-c2ccncc2)o1)c1ccccc1
screen / no.	41	42	43	44	45
TDP-43 yeast inh	16%	21%	-20%	15%	-20%
GLP-1R agonist	-10%	-2%	-2%	-2%	1%
GLP1R cytotox	4%	-10%	3%	-5%	-9%
GLP-1R inv ag	0%	7%	29%	-2%	2%
SW480 rereplic	-18%	-1%	0%	-7%	u
HT1080NT lethal	-10%	6%	-1%	20%	-3%
HT1080 IDH1KD tx	2%	18%	0%	18%	-7%
KB-3-1 cytotox	3%	22%	2%	6%	-4%
KB-V1 cytotox	3%	-15%	4%	10%	-21%

Random draw from the library; any-hit rate near 9.4%.
